# Screening results as filed in PubChem.
# CHOP inhibitor = blocks CHOP induction under ER stress; inhibition, % at 10 µM; 3.8% of 220,000 active; CHO-K1 CHOP-promoter luciferase, tunicamycin-induced, 15-18 h;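 active means compounds that reduced the stress-induced luciferase reporter signal by more than about 70% of percent inhibition, limit read from the data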;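 further: 0% = tunicamycin plus vehicle and 100% = wells without tunicamycin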
# S1P4 antag = antagonists of human S1P4 receptor | O95977 | inhibition, % at 4.98 µM | 0.26% of 220,000 active | S1P4-expressing cells, antagonist mode, reporter read-out; in the data active means inhibition above about 29%;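 further: 0% = wells stimulated with agonist and 100% = vehicle wells without agonist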
# NPY-Y1 PAM-ag = human NPY-Y1 potentiation or agonism, primary screen; NPY-Y1 expressing cells, potentiator/agonist activation; activation, % at 3.6 µM; 0.37% of 220,000 active; AID 1304; in the data active means activation above about 33%, passing the limit was not always enough;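 further: cells stimulated with NPY at EC10 then isoproterenol at EC100; 0% = low agonist plus stimulus and 100% = saturating agonist plus stimulus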
# NPY2 pot ag = human NPY-Y2 potentiation or agonism, primary screen; AID 1359; P49146; activation, % at 3.6 µM; cells expressing NPY-Y2, potentiator/agonist read-out; 0.45% of 220,000 active; in the data active means activation above about 27%;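 further: cells stimulated with NPY near EC25 plus isoproterenol at EC100; 0% = vehicle plus submaximal agonist and 100% = vehicle plus saturating agonist; some results beyond the cut were filed as inactive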
# S1P4 ag = agonists of human S1P4 receptor. activation, % at 4.98 µM. AID 1509. 0.35% of 220,000 active. S1P4-expressing cell line, agonist reporter assay. O95977; in the data active means activation above about 11%;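 further: 0% = DMSO vehicle and 100% = reference agonist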
# TRPML3 ag = agonists of human TRPML3 channel; AID 1448; Q8TDD5; 0.29% of 220,000 active; HEK293 TRPML3-YFP, Fluo-8 calcium fluorescence; 100% = the carbachol control signal; activation, % at 3 µM;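 active means activation above its plate's cutoff, the mean activation of the plate's test wells plus 3 SD, cut at about 12% in these data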;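 further: 0% = DMSO only wells and 100% = carbachol wells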
# Target sequence (Q8TDD5 whole entry, looked up): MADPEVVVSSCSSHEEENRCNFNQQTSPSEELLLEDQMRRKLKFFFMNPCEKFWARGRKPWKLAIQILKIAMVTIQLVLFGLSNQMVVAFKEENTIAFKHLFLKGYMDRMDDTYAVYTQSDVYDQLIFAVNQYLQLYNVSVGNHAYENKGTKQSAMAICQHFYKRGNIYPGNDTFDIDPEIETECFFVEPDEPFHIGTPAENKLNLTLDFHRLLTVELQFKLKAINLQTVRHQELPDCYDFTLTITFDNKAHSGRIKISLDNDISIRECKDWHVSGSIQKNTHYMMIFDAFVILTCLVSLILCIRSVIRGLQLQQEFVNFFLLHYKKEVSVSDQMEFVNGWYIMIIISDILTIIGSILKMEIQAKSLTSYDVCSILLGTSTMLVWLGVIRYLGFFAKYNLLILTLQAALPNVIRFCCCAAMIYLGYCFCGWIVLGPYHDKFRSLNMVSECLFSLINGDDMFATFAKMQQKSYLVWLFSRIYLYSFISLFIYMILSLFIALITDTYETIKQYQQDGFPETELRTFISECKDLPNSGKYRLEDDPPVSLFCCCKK
#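 Test system: HEK293 cells stably carrying human TRPML3-YFP; Doses: single dose, 3 µM final nominal compound, 0.3% DMSO final; Schedule: dye loading 1 h 37 °C then 30 min ambient, 125 s read; Technique: Fluo-8 calcium fluorescence; Benchmarks: high control carbachol 87 µM, low control DMSO.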
# zfTRPN1 agonist = activates the zebrafish TRPN1 channel; activation, % at 3 µM; AID 1424; 0.18% of 220,000 active; HEK293 zebrafish TRPN1-YFP, Fluo-8 calcium fluorescence; 100% = response to 87 µM carbachol;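 active means activation above its plate's cutoff, the mean activation of test wells on that plate plus 3 SD, cut at about 19% in these data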;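 further: 0% = DMSO alone and 100% = 87 µM carbachol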
#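 Material – zebrafish TRPN1-YFP in HEK293 cells · Doses – 3 µM single point · Schedule – dye 1 h 37 °C plus 30 min RT · Signal – Fluo-8 calcium fluorescence, excitation 470-495 nm, emission 515-575 nm · Read-out – % activation versus carbachol response · Control set – carbachol high, DMSO low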
# NPY-Y1 antag = NPY-Y1 (human) receptor antagonism. P25929. HEK293-CNG Y1 cells, membrane potential fluorescence; NPY at EC95, then isoproterenol. inhibition, % at 3.6 µM. 1% of 200,000 active;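 active means inhibition above the campaign mean inhibition of all tested compounds plus 3 SD, cut at about 20% in these data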;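 further: 0% = DMSO wells given NPY plus isoproterenol and 100% = isoproterenol alone without NPY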
#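 Material: HEK293 cells co-expressing NPY Y1 receptor and cyclic-nucleotide gated channel. Timing: compound incubation 1 h at room temperature, readout 45 min post-stimulation. Signal: fluorescence, membrane potential probe.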
# EP2 mod = modulates human prostaglandin E2 receptor EP2 signaling. P43116. EP2-expressing cells, cAMP HTRF FRET, PGE2 co-stimulation. induction, % at 25 µM. 0.83% of 260,000 active;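 active means compounds whose cAMP rise, as percent of the full-agonist control response, exceeds 60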;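 further: rat C6 glioma line stably carrying human EP2 under a CMV promoter; the protocol text gives 20 µM as final concentration; 100% = response of wells given 1 µM PGE2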
# Target sequence (P43116 whole entry, looked up): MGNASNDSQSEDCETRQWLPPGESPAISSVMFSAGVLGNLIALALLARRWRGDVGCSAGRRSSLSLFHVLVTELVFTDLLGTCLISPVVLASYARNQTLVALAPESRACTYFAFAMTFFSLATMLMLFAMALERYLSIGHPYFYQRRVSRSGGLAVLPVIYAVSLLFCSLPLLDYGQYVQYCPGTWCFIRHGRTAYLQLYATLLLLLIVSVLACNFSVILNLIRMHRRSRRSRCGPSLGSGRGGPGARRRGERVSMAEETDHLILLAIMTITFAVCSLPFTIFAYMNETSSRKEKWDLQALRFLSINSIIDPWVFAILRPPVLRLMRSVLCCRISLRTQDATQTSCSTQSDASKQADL
# * = called active by the depositor; . = no result given; & = joins results of further samples. Outcome played no part in choosing rows; about 6.5% have a hit in one of these screens.
SMILES,CHOP inhibitor,S1P4 antag,NPY-Y1 PAM-ag,NPY2 pot ag,S1P4 ag,TRPML3 ag,zfTRPN1 agonist,NPY-Y1 antag,EP2 mod
C[C@H](NC(=O)OC(C)(C)C)c1nnc(SCC(=O)Nc2ccc(Br)cc2)o1,27,4,-8,1,-0.1,1.7,3.5,-3,9
Cc1ccc(Oc2nnc(-c3ccc(C)cc3)c3ccccc23)cc1,45,-24,-3,-1,2.0,0.8,-0.1,-2,42
CCOC(=O)CNS(=O)(=O)c1ccc(C(=O)O)cc1,22,7,-4,1,-2.3,0.6,0.6,2,2
FC(F)(F)c1ccc(NC2=NCCC2)cc1,-8,-11,-8,2,0.6,0.7,0.4,-5,11
CC1(C)CC(CC(=O)O)CC(C)(C)N1,2,-14,-7,-7,0.1,0.7,-1.1,-7,1
CC(C)(C)NC(=O)CSc1nnc(-c2ccco2)n1Cc1ccco1,-5,-8,-8,4,-0.8,0.5,-0.1,1,8
CCN(CC)S(=O)(=O)c1ccc(N2CCOCC2)c(NC(=O)COc2ccccc2)c1,2,-13,-20,-5,0.6,3.0,0.3,1,-2
COC(=O)c1c(C)oc(C)c1S(=O)(=O)NCc1ccc(OC)cc1,14,2,11,-6,0.5,-0.2,1.1,.,-22
c1ccc(CCc2nc(-c3ccccc3)no2)cc1,36,-6,14,-20,0.1,-0.2,0.5,3,40
Cc1ccc(C(=O)NCCSc2ccc(Cl)cc2)cc1[N+](=O)[O-],32,-2,-13,-5,1.7,-1.3,-1.6,3,-47
Cn1c(Br)nc2c1c(=O)n(CC(O)COc1ccccc1)c(=O)n2C (stereo not drawn),25,-12,13,7,0.1,0.9,2.0,1,5
CN1/C(=C\C(=O)Nc2cccc(Cl)c2)C(C)(C)c2ccccc21,64,3,16,4,-0.9,0.9,0.7,1,-2
CC(C)(C)NC(=O)C(c1ccncc1)N(C(=O)Cn1nnc(-c2cccs2)n1)C1CCCCC1 (stereo not drawn),28,-9,5,-1,-0.8,0.1,-0.5,5,29
CCc1c(C)nc2[nH]nc(NC(=O)C(F)(F)F)n2c1=O,7,-5,-10,-2,1.0,0.7,0.3,0,-24
O=C1CC(c2cccs2)Cc2nc(NC(=O)C3CC3)ncc21 (stereo not drawn),-6,-5,-20,-1,0.7,-0.2,-2.2,.,-18
O=[N+]([O-])c1cccc(CN(CCO)Cc2ccccc2)c1,24,3,-4,-8,-2.6,-0.3,-0.1,8,19
CCn1c(CCNC(=O)c2cccs2)nnc1SCC(=O)Nc1ccc(Cl)cc1,25,4,-21,-1,1.5,-1.0,-1.8,4,7
O=C(Nc1ccc(NC(=O)c2ccco2)cc1)c1cnccn1,-10,-9,1,-5,1.0,0.5,0.7,7,6
CCCOn1nnnc1-c1ccccc1,-11,-21,-16,11,-1.3,1.1,0.7,-5,11
COc1cc2c(cc1OC)C(C(=O)N1CCN(c3ccccc3)CC1)C(c1cccs1)N(C)C2=O (stereo not drawn),22,-6,10,-22,1.4,0.9,-0.1,6,46
COc1cccc(-n2c(SCC(N)=O)nc3ccccc3c2=O)c1,-4,-11,16,12,-0.4,1.1,1.2,-4,10
O=C(C(Cc1ccccc1)N1C(=O)c2ccccc2C1=O)N1c2ccccc2CCc2ccccc21 (stereo not drawn),9,-4,21,-2,-2.5,-0.8,0.1,-3,38
COc1ccc(CCNC(=O)C2CC(=O)N(CCc3ccc(C)cc3)C2)cc1OC (stereo not drawn),0,-14,3,2,0.9,0.7,0.0,4,-10
CN(C)CC(C)(C)CNC(=S)NCc1ccc2c(c1)OCO2,23,-8,8,-15,-1.2,0.5,0.8,-3,15
C=CCSc1nnc(NC(=O)CSc2ccccn2)s1,-9,-10,-14,-5,-1.3,-1.4,-0.4,-2,20
CC(=C1C(=O)c2ccccc2C1=O)N1CCC(C(N)=O)(N2CCCCC2)CC1,21,-3,-4,-8,-1.1,0.5,-0.9,-5,1
Cc1ccc(CN2C(=O)C(C)Oc3ccccc32)cc1 (stereo not drawn),24,9,12,-15,-1.0,-1.0,-2.0,3,34
COc1ccc(CC(=O)NNC(=O)COc2ccc(Br)cc2C)cc1OC,-5,4,-6,6,0.1,0.4,-0.1,5,-69
CCOC(=O)COn1c2c(c3c4no[n+]([O-])c4ccc31)CCCC2,21,-5,-17,4,-0.8,0.2,-0.1,1,14
CC1(C)CC(CC(=O)Nc2ccccc2[N+](=O)[O-])C(=O)O1 (stereo not drawn),-14,-8,-9,-6,-1.6,0.7,1.2,7,6
O=c1[nH]c(CNCc2cccnc2)nc2ccccc12,13,-8,4,2,-0.2,0.7,0.2,-1,24
CCCCCCC(=O)N/N=C(\C)Cc1ccccc1,9,-11,-19,9,1.1,-0.1,0.3,6,-21
O=C(NC1CC2CCCC(C1)N2C1CC1)NC12CC3CC(CC(C3)C1)C2 (stereo not drawn),.,-1,6,-2,-2.2,0.6,-0.4,-2,.
CC(C)C1N(c2ccccc2)C(N)=C(C#N)C1(C#N)C#N (stereo not drawn),16,7,0,-9,0.5,0.5,3.0,4,1
COc1cc(/C=N/NC(=S)NCCN2CCOCC2)cc(OC)c1O,-14,-5,-24,-4,3.1,0.2,-0.3,6,-23
COc1ccc(CN(Cc2cc3cccc(C)c3n3nnnc23)C(=O)N2CCOCC2)cc1,-4,-2,4,11,-0.7,0.6,1.5,10,-42&-33
O=C(CCCN1C(=O)c2ccccc2C1=O)OC1CSCC1NC(=O)c1ccccc1 (stereo not drawn),7,-6,0,1,0.2,0.5,1.3,6,-7
O=C(COC(=O)C1CCN(/C=C/C(=O)C(F)(F)F)CC1)Nc1cccc(F)c1,-19,-3,-11,-6,3.0,1.2,2.1,2,-23
O=C1C(=C(c2ccccc2)c2ccccc2)Nc2ccccc21,33,-23,21,9,-5.1,-1.0,-1.9,-1,48
COC(=O)c1ccc(Cl)c(NC(=O)CN2CCN(Cc3ccccc3)CC2)c1,46,-6,-29,-20,1.6,0.8,0.1,2,21
O=C(CCc1c[nH]c2ccccc12)N1CCN(c2ccc(F)cc2)CC1,11,-24,-10,-17,1.6,0.4,0.5,2,-34
CN(C)c1ccc(/C=C/c2ccc3c4ccccc4ccc3[n+]2-c2ccccc2)cc1,108*,11,30,58*,-2.9,6.0,6.6,11,-50
O=C(Cn1nc(-c2ccc(N3CCOCC3)c([N+](=O)[O-])c2)c2ccccc2c1=O)N1CCCCC1,51,-13,-14,-35,0.7,0.1,-1.2,25*,42
Cc1ccc(C)n1-c1sccc1C(=O)O,0,-4,16,13,0.8,0.7,1.8,1,28
O=C(C1CCCCN1S(=O)(=O)c1ccccc1)N1CCN(Cc2ccccc2)CC1 (stereo not drawn),12,-3,24,6,-1.0,1.8,1.4,-6,-10
O=[N+]([O-])c1cc(-c2ccn[nH]2)ccc1Cl,30,4,6,-5,0.6,1.1,0.1,1,-49
O=[N+]([O-])c1ccc(CN2C=NS(=O)(=O)c3ccccc32)cc1,-2,11,9,-3,-4.0,0.1,2.1,-4,-31
COc1ccc(OC)c(NC(=O)c2nnn(CCc3ccccc3)c2N)c1,34,-2,15,-4,-0.8,-0.3,0.5,3,-1
COc1ccc(Cn2c(O)c(C=Nc3ccc(O)cc3)c3ccccc3c2=O)cc1,85*,-24,14,21,0.9,-0.3,-0.5,0,7
CCC1CCCCN1C(=O)CSc1nc2ccsc2c(=O)n1Cc1ccccc1 (stereo not drawn),8,-12,0,-15,2.5,0.8,-0.4,18,27

# Molecules listed so far containing an NH in an aromatic ring (four):
SMILES,CHOP inhibitor,S1P4 antag,NPY-Y1 PAM-ag,NPY2 pot ag,S1P4 ag,TRPML3 ag,zfTRPN1 agonist,NPY-Y1 antag,EP2 mod
CCc1c(C)nc2[nH]nc(NC(=O)C(F)(F)F)n2c1=O,7,-5,-10,-2,1.0,0.7,0.3,0,-24
O=c1[nH]c(CNCc2cccnc2)nc2ccccc12,13,-8,4,2,-0.2,0.7,0.2,-1,24
O=C(CCc1c[nH]c2ccccc12)N1CCN(c2ccc(F)cc2)CC1,11,-24,-10,-17,1.6,0.4,0.5,2,-34
O=[N+]([O-])c1cc(-c2ccn[nH]2)ccc1Cl,30,4,6,-5,0.6,1.1,0.1,1,-49

# Later entries.
SMILES,CHOP inhibitor,S1P4 antag,NPY-Y1 PAM-ag,NPY2 pot ag,S1P4 ag,TRPML3 ag,zfTRPN1 agonist,NPY-Y1 antag,EP2 mod
CCOC(=O)CSc1ccc2nnc(-c3cccs3)n2n1,-13,-16,-5,5,1.1,0.2,1.8,2,1
CCCC(=O)N1c2ccccc2C(=C2SC(C(=O)OC)=C(C(=O)OC)S2)C(=S)C1(C)C,6,-5,5,3,0.6,0.4,1.4,3,34
CCOC(=O)C1C(=O)C=C(Nc2ccccc2F)CC1c1ccccc1 (stereo not drawn),23,-8,6,-6,-1.2,0.7,-0.5,3,14
CCOC(=O)C1CCCN(c2nc3ccccc3nc2C(C#N)C(=O)OC(C)COC)C1 (stereo not drawn),16,-20,15,-2,0.8,0.4,-0.7,-1,38
O=C(NCCCN1CCOCC1)c1cc2c(s1)CCC2,8,-22,4,0,1.7,0.6,-0.2,1,56
CN(C(=O)CS(=O)(=O)c1cccc(Cl)c1)c1ccccc1,-10,-12,2,-6,-0.7,0.6,-0.1,3,-7
COc1ccc(N2CCN(Cc3cc(=O)oc4ccc(C)cc34)CC2)cc1,22,-10,-13,-1,0.4,0.6,-0.6,2,3
COC(=O)c1ccccc1C(=O)N1CCCC(CCC(=O)NCc2ccc(F)c(F)c2)C1 (stereo not drawn),12,4,-13,0,2.7,0.0,-1.3,3,-20
COc1cccc(CNC(=O)CCC2CCCN(C(=O)CCc3c(C)noc3C)C2)c1 (stereo not drawn),1,-5,1,-6,-0.2,-0.4,-0.5,-1,-9
CCCCCCCCCCCCCCCCn1cc[n+](CC(C)=O)c1,12,-8,58*,23,-1.0,0.1,5.7,-4,-41
O=C(CCC(=O)c1cccs1)NCc1ccc(Cl)cc1,32,2,-8,-3,-2.7,-0.8,-1.6,-2,7
COCCCNC(=O)CSC1=Nc2ccccc2C2=NC(c3ccccc3)C(=O)N12 (stereo not drawn),18,-15,7,5,2.7,0.0,0.1,3,24
O=C(CN1CCN(c2ccccc2O)CC1)Nc1cc([N+](=O)[O-])ccc1Cl,83*,-8,1,-2,0.6,0.8,0.5,-5,-26
Cc1ccccc1CNC(=O)C(=O)Nc1nccs1,-14,-10,9,-4,2.3,1.0,-0.1,0,-25&-2
Cc1cccc(N=C2NC(=O)/C(=C/c3cccnc3)S2)c1C,7,2,14,2,1.6,-0.2,-0.4,.,-30
COc1ccc(C(=O)N(CC(=O)NC(C)(C)C)c2ccc3c(c2)OCCO3)cc1OC,-7,8,13,-1,-2.5,-0.4,-0.2,5,6&-17
CCC(=O)Nc1cc(-c2cc3ccccc3oc2=O)ccc1OC,3,11,-2,8,-0.9,0.4,0.3,-1,-9
